VHR inh color: blocks the human dual specificity phosphatase VHR1; P51452; recombinant VHR phosphatase, colorimetric substrate read-out; inhibition, % at 20 µM; 0.7% of 50,000 active; AID 1992; in the data active means inhibition above about 60%; further: some results filed as inactive read as strong as hits
Target sequence (P51452 whole entry, looked up): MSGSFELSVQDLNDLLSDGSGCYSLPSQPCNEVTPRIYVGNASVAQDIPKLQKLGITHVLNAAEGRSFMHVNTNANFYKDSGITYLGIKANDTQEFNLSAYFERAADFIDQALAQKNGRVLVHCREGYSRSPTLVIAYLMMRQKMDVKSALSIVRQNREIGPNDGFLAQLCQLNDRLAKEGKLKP
* marks the source's active call; other numbers are inactive results.

entry | structure | VHR inh color
1 | COc1cc(/C=N/NC(=O)c2ccc([N+](=O)[O-])cc2)ccc1OC(=O)c1sc2ccccc2c1Cl | -26
2 | Cc1cc(C)c(C)c(OCCOCCN2CCN(C)CC2)c1 | -9
3 | O=[N+]([O-])c1cccc(/C=N/Nc2cc(N3CCOCC3)nc(N3CCOCC3)n2)c1 | -23
4 | O=C(Nc1ccc(Cl)cc1)NC1CC1 | -22
5 | O=C(NCCO)C(=O)Nc1ccc(Cl)c(C(F)(F)F)c1 | -2
6 | CCN(CC)C(=O)c1sc(NC(=O)/C=C/C(=O)O)c(C(=O)OC)c1C | -42
7 | NNC(=O)/C(=C\c1ccco1)NC(=O)c1ccco1 | -5
8 | COC(=O)C1=C(C)N(CCc2ccc(OC)c(OC)c2)C(=O)/C1=C\c1ccc(O)cc1 | -18

entry | structure | VHR inh color
9 | C(=N\Nc1ccccc1)/c1ccc(N2CCOCC2)cc1 | 0
10 | N#C/C(=C\c1ccc(-c2ccc(Br)cc2)o1)c1nc2ccccc2[nH]1 | -20
11 | CCN(CC)c1ccc(C=Nc2cccc([N+](=O)[O-])c2C)c(O)c1 | -10
12 | COc1ccc(C(=O)Nc2ccc(Br)cc2C)c(OC)c1 | 4
13 | CC(C)(C)c1ccc(C=NN2CCN(Cc3ccccc3)CC2)cc1 | 4
14 | Cc1cc(C)cc(N=Cc2ccc(N(C)C)cc2)c1 | 2
15 | COc1cccc(C2=N/C(=C\N(C)C)C(=O)O2)c1 | -22
16 | Cc1ccc(C2Nc3ccccc3C(=O)N2c2ccccc2)cc1 (stereo not drawn) | -22

entry | structure | VHR inh color
17 | CCOC(=O)C1=C(O)/C(=C/c2cccc(O)c2)SC1=Nc1ccc([N+](=O)[O-])cc1 | 9
18 | CCOc1cc(/C=C2/C=C(c3ccc(OC)cc3)OC2=O)cc(I)c1OC | 8
19 | Oc1c(N=Nc2cc(C(F)(F)F)ccc2Cl)sc2ccccc12 | -7
20 | O=[N+]([O-])c1ccccc1N1CCCCC1 | -8
21 | Cc1ccc(NC(=O)COc2cccc(C)c2C)cc1Cl | -8
22 | CCc1ccc(C2Nc3ccccc3NC3=C2C(=O)CC(c2ccc(OC)c(OC)c2)C3)cc1 (stereo not drawn) | 115*
23 | CCOC(=O)C1=NN(C(=O)c2cccc(Br)c2)C(O)(C(C)(C)C)C1 (stereo not drawn) | -18
24 | O=c1[nH]c(-c2ccc(-c3ccc(F)cc3)o2)nc2sc3c(c12)CCCC3 | 31

entry | structure | VHR inh color
25 | CC(Nc1cc(=O)n(C)c(=O)n1C)c1ccccc1 (stereo not drawn) | 5
26 | CC(Cc1ccccc1)N=Cc1c(O)[nH]c2ccccc12 (stereo not drawn) | 1
27 | COc1ccc(C(=O)N2CCN(Cc3ccc(C(F)(F)F)cc3)CC2)cc1OC | 16
28 | COc1ccc(C2CC(=O)C3=C(C2)Nc2ccccc2NC3c2ccc([N+](=O)[O-])cc2)cc1OC (stereo not drawn) | 16
29 | CC(C)=C(NC(=O)c1ccccc1)C(=O)N1CCCCC1 | -12
30 | COc1ccccc1/C=C/C=N\N1CCN(c2ccc(Cl)cc2)CC1 | 3
31 | CCOC(=O)C1CCN(S(=O)(=O)c2ccc(F)cc2)CC1 | -27
32 | Cn1c(=O)c2c(ncn2CC(=O)Nc2nc(-c3ccccc3)cs2)n(C)c1=O | 4

Shown as labelled records: part of the list above.
19. Oc1c(N=Nc2cc(C(F)(F)F)ccc2Cl)sc2ccccc12
  VHR inh color: -7
20. O=[N+]([O-])c1ccccc1N1CCCCC1
  VHR inh color: -8
21. Cc1ccc(NC(=O)COc2cccc(C)c2C)cc1Cl
  VHR inh color: -8

The results go on.
entry | structure | VHR inh color
33 | O=C(CN(c1ccccc1)S(=O)(=O)c1ccccc1[N+](=O)[O-])Nc1ccccc1Cl | -38
34 | CC1=NN(C(=O)c2cccc(C)c2O)C(O)(c2ccc(Cl)cc2)C1 (stereo not drawn) | -14
35 | CCOC(=O)C(Cc1ccccc1)P(=O)(OCC)OCC (stereo not drawn) | -9
36 | COc1ccc(C2C3C(=O)N(c4ccc([N+](=O)[O-])cc4)C(=O)C3N3CCCN23)cc1 (stereo not drawn) | -5
37 | O=C(Nc1ccc(Cl)cc1)c1ccc([N+](=O)[O-])cc1 | -8
38 | Cc1ccc(S(=O)(=O)N2CCCC(C)C2)cc1 (stereo not drawn) | -3
39 | COc1ccc(-n2nc3cc(C)c(NC(=O)COc4ccc([N+](=O)[O-])cc4)cc3n2)cc1 | -16
40 | Cc1cc(Cl)ccc1NS(=O)(=O)c1ccc(Cl)cc1 | -27

entry | structure | VHR inh color
41 | COc1ccc(-c2csc(NC(=O)c3cccc(Cl)c3)c2C(=O)O)cc1 | 3
42 | Cc1nn(Cc2ccccc2)c(C)c1S(=O)(=O)O | -29
43 | COc1ccc(NC(=O)Nc2ccc(Cl)c(Cl)c2)cc1OC | 11
44 | COc1ccc2c(c1)OCC/C2=N\OC(=O)c1cc(OC)c(OC)c(OC)c1 | -26
45 | Cc1cc(C)nc(NS(=O)(=O)c2ccc(NC(=O)c3cc4cc([N+](=O)[O-])ccc4s3)cc2)n1 | -5
46 | COc1ccc(NC(=O)CSc2nc3ccc(NC(=O)c4ccccc4)cc3s2)cc1 | 10
47 | O=c1c2cnn(-c3ccccc3)c2nc(-c2ccccc2)n1-c1ccccc1 | -33
48 | Cc1cccc(NC(=O)c2cc(Cl)ccc2[N+](=O)[O-])c1 | 3

entry | structure | VHR inh color
49 | COc1cc(NC(=O)c2sc3ccccc3c2Cl)c(OC)cc1Cl | -19
50 | COC(=O)CSc1nc2c(c(C3CC=CCC3)c1C#N)CCC2 (stereo not drawn) | -13
51 | Cc1ccc(CC2CC2(Cl)Cl)c([N+](=O)[O-])c1 (stereo not drawn) | -15
52 | Cc1c(C#N)c2nc[nH]c(=O)c2n1-c1ccccc1 | 3
53 | CCOC(=O)c1c(-c2ccccc2)oc2cc(Br)c(OC(=O)c3ccco3)cc12 | -27
54 | O=C(O)CCCCCN1C(=O)C(=O)/C(=C(\O)c2ccc(Br)cc2)C1c1ccc2c(c1)OCO2 (stereo not drawn) | 9
55 | Cc1nc2ccccc2n1S(=O)(=O)c1cccc(Cl)c1Cl | -5
56 | O=C(COc1ccc(Cl)cc1)Nc1ncc(Cc2cccc3ccccc23)s1 | 2

entry | structure | VHR inh color
57 | COc1ccc(N(CC(=O)NCc2ccncc2)S(=O)(=O)c2ccc(C)cc2)cc1 | -9
58 | Cc1ccc(S(=O)(=O)N(C)CCCC(=O)Nc2cccc(C)c2)cc1 | 108
59 | CCn1c(=O)c(C(=O)NCCN2CCOCC2)c(O)c2ccccc21 | 1
60 | Cc1cc(C)n(-c2nc(C)nc(NCc3ccccc3)n2)n1 | 4
61 | COc1ccc(CNC(=O)C(N)=O)cc1 | -23
62 | N/C(=N\OC(=O)c1cccs1)c1cccc([N+](=O)[O-])c1 | -8
63 | COc1cccc(N2C(=O)C(=O)/C(=C(\O)c3ccccc3)C2c2ccc([N+](=O)[O-])cc2)c1 (stereo not drawn) | -8
64 | COc1ccc(NC(C)c2ccccc2)cc1 (stereo not drawn) | -14

Among those listed so far, these have a CF3 group:
entry | structure | VHR inh color
5 | O=C(NCCO)C(=O)Nc1ccc(Cl)c(C(F)(F)F)c1 | -2
19 | Oc1c(N=Nc2cc(C(F)(F)F)ccc2Cl)sc2ccccc12 | -7
27 | COc1ccc(C(=O)N2CCN(Cc3ccc(C(F)(F)F)cc3)CC2)cc1OC | 16

Further records.
entry | structure | VHR inh color
65 | Cc1cc([N+](=O)[O-])ccc1NC(=O)c1cccc(N2C(=O)c3ccccc3C2=O)c1 | -5
66 | CCCc1c(C)c2cc(C)ccc2[nH]c1=O | -10
67 | COc1ccc(C2/C(=C(/O)c3ccccc3)C(=O)C(=O)N2c2cccc([N+](=O)[O-])c2)cc1 (stereo not drawn) | 28
68 | CC/C(=C\C(=O)c1ccccc1)Nc1ccc(Br)cc1 | -25
69 | CC[n+]1ccc(C(O)P(=O)(c2ccccc2)c2ccccc2)cc1 (stereo not drawn) | 0
70 | CCc1ccc(C2C(C(=O)OCCc3ccccc3)=C(C)NC3=C2C(=O)CCC3)cc1 (stereo not drawn) | 4
71 | c1cncc(CN2CCN(Cc3cccc4ccccc34)CC2)c1 | -4
72 | Clc1cccc(OCCCCCCN2CCOCC2)c1 | -5

entry | structure | VHR inh color
73 | CCOc1ccc(C(=O)Nc2ccc(C)cc2[N+](=O)[O-])cc1Cl | -9
74 | CC(C)COc1ccc(C(=O)N2c3ccccc3CC2C)cc1 (stereo not drawn) | -29
75 | O=C(Nc1ccc(Cl)cc1)Nc1nnc(-c2cccc([N+](=O)[O-])c2)s1 | -3
76 | O=C(Cc1ccc(Cl)cc1)NCc1ccco1 | -6
77 | COC(=O)C1=C(C)NC2=C(C(=O)CC(c3ccc(OC)c(OC)c3)C2)C1c1ccc(OC)c(OC)c1 (stereo not drawn) | 0
78 | Cc1cccnc1-n1c(C)nc2ccccc2c1=O | 11
79 | O=c1[nH]cnc2scc(-c3ccc(-c4ccccc4)cc3)c12 | 2
80 | COC(=O)C1=C(C)N=c2s/c(=C/C=C/c3ccccc3)c(=O)n2C1c1ccccc1 (stereo not drawn) | -10

entry | structure | VHR inh color
81 | COc1ccc(NC(=O)c2cccc(F)c2)cc1Cl | -10
82 | O=C(NCc1ccco1)Nc1ccc(Br)cc1 | -17
83 | CCN(c1ccccc1)S(=O)(=O)c1cc(Cl)ccc1Cl | -36
84 | COC(=O)COc1ccc2c(-c3ccccc3)cc(=O)oc2c1C | -17
85 | Cc1ccc(S(=O)(=O)Oc2ccc(Br)cc2/C=C2\SC(N)=NC2=O)cc1 | -1
86 | COc1cc([N+](=O)[O-])ccc1-c1ccc(/C=C2\C(=O)NC(=O)N(c3ccc(C)c(C)c3)C2=O)o1 | -6
87 | COc1ccccc1NC(=O)C1=C(C)NC(SCC(=O)Nc2ccc(Br)cc2)=C(C#N)C1c1ccco1 (stereo not drawn) | 6
88 | CCOC(=O)c1c(N/C=C(\C=O)c2nc3cc(Cl)ccc3o2)sc2c1CCCC2 | -84

entry | structure | VHR inh color
89 | COc1ccccc1C(=O)N/N=C(\C)c1cccnc1 | -34
90 | COc1ccc(NC(=O)C2CC2)c2ncccc12 | -12
91 | COC(=O)c1c(NC(=O)COc2ccc(-c3ccc(C)cc3)cc2)sc2c1C(C(=O)OC)CC2 (stereo not drawn) | 23
92 | NC(=O)NC(c1ccccc1)c1coc2ccccc12 (stereo not drawn) | -21
93 | CCc1ccc(NC(=O)/C(C#N)=C\c2ccc(I)o2)cc1 | -7
94 | O=C(/C=C/c1ccc2c(c1)OCO2)Nc1ccc(F)c(F)c1 | -15
95 | COC(=O)c1c(NC(=O)C(Cl)Cl)sc2c1CCCCCC2 | -8
96 | COc1ccc(C(=O)NCCOc2ccccc2F)cc1OC | 7

entry | structure | VHR inh color
97 | O=C(NC(O)C(Cl)(Cl)Cl)C1CC=CCC1 (stereo not drawn) | 1
98 | COc1ccc(-n2nc3cc(C)c(NC(=O)COc4ccccc4C)cc3n2)cc1 | 15
99 | COc1cc(C(=O)NCc2cccc3ccccc23)cc(OC)c1OC | -22
100 | COC(=O)c1ccc(N2C(=O)CC(SC(=NCCc3ccccc3)Nc3ccccc3)C2=O)cc1 (stereo not drawn) | -9
101 | O=C(COc1ccc(Cl)cc1Cl)Nc1ccc(F)c(Cl)c1 | -13
102 | O=C(O)c1cc(NC(=O)c2ccccc2)cc(C(=O)O)c1 | 1
103 | O=C(Oc1cccc(/C=C2/SC(=S)N(c3ccccc3)C2=O)c1)c1ccco1 | -50
104 | Cc1ccc(/C=C2\C=C(c3ccc(Cl)cc3)OC2=O)cc1[N+](=O)[O-] | -21

entry | structure | VHR inh color
105 | CCOC(=O)c1[nH]cnc1C(=O)Nc1ccc([N+](=O)[O-])cc1 | -4
106 | CC1(C)CC(=O)C=C(NCCc2ccccc2)C1 | -32
107 | Cc1cc(C(=O)N/N=C/c2c(C)[nH]c3ccccc23)n[nH]1 | 15
108 | COc1ccc(C(=O)Nc2ccc([N+](=O)[O-])cc2Br)cc1 | -24
109 | O=C(/C=C/c1ccc2c(c1)OCO2)Nc1c(F)c(F)c(F)c(F)c1F | 3
110 | NC(=O)c1ccc(Sc2nc3ccccc3s2)c([N+](=O)[O-])c1 | -42
111 | O=C(COc1ccc(Br)cc1)Nc1ccc(N2CCOCC2)c(Cl)c1 | -32
112 | CCN(CC)Cc1c(O)ccc2c(=O)c(Oc3ccccc3Br)coc12 | -6

Some values from the entries so far:
Result for entry 112 in VHR inh color: -6
Result for entry 111 in VHR inh color: -32
Result for entry 106 in VHR inh color: -32
Result for entry 105 in VHR inh color: -4

Additional structures.
entry | structure | VHR inh color
113 | CCOc1ccccc1N1CCN(C(=O)c2cccc(F)c2)CC1 | -52
114 | Cc1cc(C)c2nc3s/c(=C\c4cc5c(cc4[N+](=O)[O-])OCO5)c(=O)n3c2c1 | -13
115 | COc1cccc(C2NC(=S)NC(C)=C2C(=O)Nc2ccc(Br)cc2)c1OC (stereo not drawn) | -3
116 | COc1ccccc1-n1c(/C=C/c2ccc(O)cc2)nc2ccccc2c1=O | -2
117 | CC(C)(C)c1ccc(C(=O)N2N=C(c3ccc([N+](=O)[O-])cc3)CC2(O)C(F)(F)F)cc1 (stereo not drawn) | -1
118 | Cc1ccc(C(=O)O/N=C(\N)c2ccccc2)cc1 | 2
119 | O=C(NCc1ccccc1)c1ccc(CN2CCN(c3ccccc3)CC2)cc1 | 6
120 | C=CCn1c(SCC(=O)NCCCO)nc2sc3c(c2c1=O)CCCC3 | -3
121 | CC1=C(C(=O)OCCCc2ccccc2)C(c2ccccc2F)CC(=O)N1 (stereo not drawn) | -16
122 | CCOc1cccc(C(=O)Nc2sc(CC)cc2C(=O)OC)c1 | 1
123 | CCN(CC)c1ccc(C(=O)N2CCN(c3ccc(F)cc3)CC2)cc1 | -26

Some of the compounds tested; count on the stated rates, not on these rows.
